MrgX1 PAM – human MrgX1 positive allosteric modulation, primary screen; B-score at 10 µM; Q96LB2; AID 588675; MrgX1-HEK293, Fluo-4 calcium flux, FDSS; hits give high values; 0.63% of 310,000 active;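 active = plate-corrected calcium response at least 3 library SD above typical, normal starting fluorescence, not activating the receptor alone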;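 also: compound read alongside a low EC10 to EC30 dose of BAM8-22 agonist; peak minus trough fluorescence over baseline measured at the second addition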
Target sequence (Q96LB2 whole entry, looked up): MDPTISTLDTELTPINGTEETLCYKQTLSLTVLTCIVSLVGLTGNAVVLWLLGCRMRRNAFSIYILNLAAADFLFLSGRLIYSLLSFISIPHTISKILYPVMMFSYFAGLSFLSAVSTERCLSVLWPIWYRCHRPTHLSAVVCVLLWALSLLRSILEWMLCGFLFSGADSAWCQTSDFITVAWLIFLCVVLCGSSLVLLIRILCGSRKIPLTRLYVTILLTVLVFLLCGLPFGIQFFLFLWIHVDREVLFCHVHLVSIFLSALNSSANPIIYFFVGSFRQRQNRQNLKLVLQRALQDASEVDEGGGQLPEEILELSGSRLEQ
HDAC3 inhib – inhibitors of human histone deacetylase 3 | O15379 | recombinant HDAC3, fluorogenic peptide/trypsin coupled, fluorescence | inhibition, % at 8.3 µM | 0.15% of 320,000 active | AID 2718; in the data active = inhibition above about 26%, passing the limit was not always enough; inconclusive = no clear call, values can overlap the other calls
Target sequence (O15379 whole entry, looked up): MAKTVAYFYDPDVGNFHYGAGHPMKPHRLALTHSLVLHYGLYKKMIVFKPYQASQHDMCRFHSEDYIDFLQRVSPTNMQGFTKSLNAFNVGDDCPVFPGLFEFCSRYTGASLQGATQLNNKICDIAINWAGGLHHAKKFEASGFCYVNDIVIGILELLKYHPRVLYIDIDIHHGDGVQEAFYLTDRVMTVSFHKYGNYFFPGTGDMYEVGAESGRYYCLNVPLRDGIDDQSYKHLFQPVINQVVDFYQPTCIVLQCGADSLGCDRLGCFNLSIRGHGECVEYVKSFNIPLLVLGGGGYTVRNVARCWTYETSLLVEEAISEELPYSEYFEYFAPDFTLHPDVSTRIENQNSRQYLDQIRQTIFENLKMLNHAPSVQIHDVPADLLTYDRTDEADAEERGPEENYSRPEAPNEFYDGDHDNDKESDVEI
RGS4 act – potentiators or activators of RGS4; HEK293 M3R/inducible RGS4, carbachol calcium flux Fluo4; hits give low values; 0.92% of 310,000 active; B-score at 10 µM;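 active = B-score of the integrated calcium signal more than 4 SD below the library mean, with starting fluorescence not abnormally high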;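 also: negative B-score means reduced calcium response which marks RGS4 activation or potentiation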
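System: HEK293 FlpIn-TREx cells, stable M3R, doxycycline-inducible RGS4. Timing: overnight RGS4 induction, 30 min dye load 37 °C, 20 min compound RT. Also added: carbachol, ECmax concentration. Measured by: Fluo4 fluorescence kinetic imaging of calcium. Evaluation: integrated calcium ratio converted to B score.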
ANO1 activ – activators or potentiators of mouse TMEM16A chloride channel; HEK293 TMEM16A/YFP-H148Q/I152L, iodide quench fluorescence; hits give low values; B-score at 10 µM; 0.3% of 340,000 active;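 active = fluorescence-ratio B-score plate-corrected deviation score at least 3 library SD below zero, with starting fluorescence score within 5 deviations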;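 also: channel opened by trigger with iodide after compound preincubation; score built on the fluorescence ratio of max minus min over baseline; more negative score means more quench and so TMEM16A activation or potentiation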
RGS4 block – inhibitors of human RGS4. AID 463165. 0.45% of 310,000 active. P49798. B-score at 10 µM. HEK293 M3R/RGS4 inducible, Fluo-4 calcium flux; hits give high values; triggered by carbachol at its EC20;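 active = B-score, a plate-corrected calcium signal, over three deviations above library mean, with baseline fluorescence within five deviations of library mean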;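 also: RGS4 expression induced by doxycycline in cells with stable M3 receptor; B-score is computed from the integrated fluorescence ratio over baseline after carbachol; higher B-score means a larger calcium signal and so more RGS4 inhibition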
Target sequence (P49798 whole entry, looked up): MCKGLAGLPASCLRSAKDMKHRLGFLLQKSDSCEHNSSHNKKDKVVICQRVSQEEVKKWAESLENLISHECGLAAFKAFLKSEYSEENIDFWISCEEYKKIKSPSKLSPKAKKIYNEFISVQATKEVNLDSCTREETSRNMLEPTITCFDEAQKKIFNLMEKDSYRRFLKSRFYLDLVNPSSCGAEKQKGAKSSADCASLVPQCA
MrgX1 antagonist – antagonists of human MrgX1 receptor; Q96LB2; MRGX1-HEK293 calcium flux, Fluo-4, BAM8-22 antagonism; hits give low values; B-score at 10 µM; 1.3% of 310,000 active; AID 588676;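 active = calcium-response B-score plate-corrected more than 3 library SD below zero, starting fluorescence within 5 deviations, no agonist response on first addition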;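 also: peak minus trough fluorescence over baseline after final BAM8-22 challenge near maximal dose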
SKKanGAS inh – blocks kanamycin growth of S. pyogenes SKKanGAS strain; BacTiter-Glo, 6 h; inhibition, % at 7.5 µM; 1.3% of 300,000 active;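 active = mean replicate score, as percent of positive control median, at least 50; inconclusive = mean below 50 but one replicate at or above 50; inactive = mean and every replicate below 50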;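 also: strain carries kanamycin resistance gene driven by streptokinase promoter and grows in 40 µg/ml kanamycin; loss of luminescence reflects streptokinase promoter inhibition or plain growth inhibition; 0% = median of DMSO wells and 100% = positive control at its reference dose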
TRPC6 inhibitor – mouse TRPC6 channel inhibition; HEK293-TRPC6, membrane potential dye, ACh-evoked depolarization; hits give low values; B-score at 10 µM; 1.1% of 310,000 active;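 active = B-score under library mean minus 3 SD, initial fluorescence not abnormally high, positive integrated signal ratio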;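 also: B-score derived from integrated fluorescence ratio over the kinetic read; more negative B-score means stronger inhibition of depolarization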
ANO1 block – mouse TMEM16A channel inhibition, primary screen | Q8BHY3 | HEK293 TMEM16A/YFP iodide influx fluorescence, ionomycin | normalized B-score (activity score, 25-100; higher = stronger inhibition) at 10 µM | 1.2% of 310,000 active;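 active = ratio plate-corrected score three or more library SD toward inhibition, starting fluorescence score within five deviations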;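 also: score derived from kinetic fluorescence span divided by baseline fluorescence per well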
MrgX1 agonist – human MrgX1 receptor agonism, primary screen; Q96LB2; MrgX1-HEK293 cells, Fluo-4 calcium fluorescence, agonist mode; hits give high values; B-score at 10 µM; 0.44% of 310,000 active; AID 588627;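 active = calcium response B-score plate-corrected fluorescence ratio at least 3 library SD, with starting fluorescence B-score inside 5 SD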
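Material: MrgX1-expressing HEK293 cells; input: 15,000 cells per well; doses: test compound given as first of three sequential additions; schedule: overnight plating before 1 h dye loading; technique: Fluo-4 NW calcium-flux fluorescence, kinetic read; evaluation: baseline-normalised fluorescence change ratio, B-scored; control set: plate-wise positive and negative controls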
TRPC6 act – activators of mouse TRPC6 channel | Q61143 | HEK293-TRPC6 membrane potential dye fluorescence; hits give high values | B-score at 10 µM | 0.13% of 310,000 active | AID 2550;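 active = B-score of the integrated fluorescence ratio above library mean plus 3 SD, and starting fluorescence ratio within library mean plus 5 SD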;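 also: higher score means more depolarization so channel activation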
The depositor's hits bear a star; i = inactive; ? = inconclusive; · = not tested or not shown.

SMILES | MrgX1 PAM | HDAC3 inhib | RGS4 act | ANO1 activ | RGS4 block | MrgX1 antagonist | SKKanGAS inh | TRPC6 inhibitor | ANO1 block | MrgX1 agonist | TRPC6 act
O=C1CC(N2CCOCC2)C(=O)N1c1cc(Cl)cc(Cl)c1 (centres undefined) | i | 2.6 | i | i | i | i | -12.9 | i | i | i | i
Cc1cccc(OCC(O)Cn2c(N3CCCCC3)nc3c2c(=O)[nH]c(=O)n3C)c1 (centres undefined) | i | 0.1 | i | i | i | i | 2.5 | i | i | i | i
Nc1n[nH]c(-c2ccccc2)n1 | i | -0.3 | i | i | i | i | 3.7 | i | i | i | i
Cc1ccc(/C=[N+](\[O-])c2ccc(N(C)C)cc2)c2nsnc12 | · | · | i | i | i | · | 4.2 | i | · | · | i
Cc1c(Nc2cc(N3CCCCCC3)c3nonc3c2[N+](=O)[O-])c(=O)n(-c2ccccc2)n1C | i | 14.1 | i | i | i | i | 0.4 | i | i | i | i
CC(C)N=c1scc(-c2cccs2)n1/N=C/c1ccc(O)c(O)c1O | i | 4.5 | · | i | · | i | · | · | i | i | ·
CN(c1ccc(C(=O)Nc2nccs2)cc1)S(=O)(=O)c1ccccc1 | i | 2.2 | i | i | i | i | -11.2 | i | i | i | i
CCCNC(=O)c1ccc2c(c1)C1C3CCC(C3)C1C(c1ccccc1)N2 (centres undefined) | i | 4.6 | i | i | i | i | 6.0 | i | i | i | i
COc1ccc2cc(C(=O)NCc3ccco3)c(=Nc3ccc(C(=O)O)cc3)oc2c1 | i | 1.6 | i | i | i | i | 28.4 | i | i | i | i
O=C(Cc1ccc([N+](=O)[O-])cc1)N/N=C/c1cccs1 | i | ? | i | i | i | i | 8.4 | i | i | i | i
COc1ccc(S(=O)(=O)Nc2cccc(N(C)S(C)(=O)=O)c2)cc1Br | i | 3.0 | i | i | i | i | -9.1 | i | i | i | i
CC(C)(C)c1ccccc1OCC(O)CN1CCN(c2ccccn2)CC1 (centres undefined) | i | 4.5 | i | i | i | i | 4.5 | i | i | i | i
COc1ccc(NC(=O)CN2C(=O)CSc3ncccc32)cc1 | i | 0.4 | i | i | i | i | -2.8 | i | i | i | i
NC(=O)c1cc2n(n1)C(C(F)(F)F)CC(c1ccco1)N2 (centres undefined) | i | 3.6 | i | i | i | i | -6.1 | i | i | i | i
O=C(Nc1cccc(C(=O)N2CCN(Cc3ccccc3)CC2)c1)c1ccccc1 | i | -7.4 | i | i | i | i | -4.0 | i | i | i | i
CSCc1c(C(=O)NC2CCCc3ccccc32)oc2ccccc12 (centres undefined) | i | 2.9 | i | i | i | i | 11.3 | i | i | i | i
Cc1ccc(NC(=S)N2CCCC2)cc1C | i | -0.2 | i | i | i | i | · | i | i | i | i
CCOC(=O)CSC(C)C(=O)Nc1nnc(C(C)C)s1 (centres undefined) | i | · | i | i | i | i | -6.4 | i | i | i | i
Cc1ccc(C)c(NC(=S)NNC(=O)c2csc(C(C)C)c2)c1 | i | 0.4 | i | i | i | i | -11.3 | i | i | i | i
O=C(NCCS(=O)(=O)NCc1ccc(Cl)cc1)c1ccccc1 | i | 0.5 | i | i | i | i | 0.9 | i | i | i | i
COc1cc(OC)cc(C(=O)N[C@H](C(=O)Nc2ccc(F)cc2F)C(C)C)c1 | i | -5.3 | i | i | i | i | 5.8 | i | i | i | i
Cc1ccc(S(=O)(=O)Nc2ccc(C(=O)NCc3ccccn3)cc2)cc1 | i | 4.9 | i | i | i | i | 6.7 | i | i | i | i
CCc1ccc(CN2CCC(n3nccc3NC(=O)c3ccc4c(c3)OCO4)CC2)cc1 | i | 0.6 | i | i | i | i | -0.4 | i | i | i | i
Nc1cc(-c2ccccc2)nn1Cc1ccccc1 | i | -5.4 | i | i | i | i | -6.6 | i | i | i | i
CCOc1ccc(-n2c(Cc3cc(=O)[nH]c(=O)[nH]3)nnc2SC(C)C(=O)OC)cc1 (centres undefined) | i | 6.1 | i | i | i | i | 1.0 | i | i | i | i

(more compounds)
SMILES | MrgX1 PAM | HDAC3 inhib | RGS4 act | ANO1 activ | RGS4 block | MrgX1 antagonist | SKKanGAS inh | TRPC6 inhibitor | ANO1 block | MrgX1 agonist | TRPC6 act
CN(C)c1cccc2c1c(NC(=O)Nc1ccc(F)cc1F)nn2C | i | 6.5 | i | i | i | i | -1.8 | i | i | i | i
CCN(CC)S(=O)(=O)c1ccc(NS(=O)(=O)c2ccc(O)c([N+](=O)[O-])c2)cc1 | i | 8.2 | i | i | i | i | 2.8 | i | i | i | i
CC(=O)N/C(=C/c1ccc2c(c1)OCO2)C(=O)NCC(=O)O | i | 5.3 | i | i | i | i | -4.0 | i | i | i | i
C=CCn1c(SCC(=O)Nc2cccc3ccccc23)nnc1-c1cnccn1 | i | 1.8 | i | i | i | i | 3.7 | i | i | i | i
Cc1ccc(C2C(C(=O)c3cc4ccccc4o3)=C(O)C(=O)N2CCN2CCOCC2)cc1 (centres undefined) | i | 4.6 | i | i | i | i | -7.6 | i | i | i | i
COCCNC(=O)c1ccc(Cl)c(Cl)c1 | i | 6.5 | i | i | i | i | 8.2 | i | i | i | i
COc1ccc(S(=O)(=O)N(CC(=O)N/N=C/c2ccccc2C(=O)O)c2ccccc2OC)cc1 | i | 0.3 | i | i | i | i | -3.4 | i | i | i | i
CC(C)(C)OC1NS(=O)(=O)OCC1NCOC(Cl)(Cl)Cl (centres undefined) | i | -0.7 | i | i | 19.2* | i | 0.1 | i | i | i | i
CCN(Cc1ccccc1)C(=O)CN1C(=S)NC(C)(C)CC1C (centres undefined) | i | 1.2 | i | i | i | i | 4.0 | i | i | i | i
O=C1C=C(NNC(=O)c2cccnc2)CC(c2ccco2)C1 (centres undefined) | i | 3.5 | i | i | i | i | -5.7 | i | i | i | i
CC1CC(C)CN(S(=O)(=O)c2ccc(C(=O)N3CC(C)OC(C)C3)cc2)C1 (centres undefined) | i | 2.8 | i | i | i | i | 0.4 | i | i | i | i
COc1ccccc1OCCNc1cc(N2CCCCC2)ccc1[N+](=O)[O-] | i | 6.0 | i | i | i | i | 1.4 | i | i | i | i
Cc1cc(N2CCC(C(=O)Nc3ccc(F)cc3)CC2)nc(-c2ccccc2)n1 | i | 0.8 | i | i | i | i | 5.0 | i | i | i | i
S=C(NCc1ccccc1)NNc1nc2ccccc2[nH]1 | i | ? | i | i | i | i | 18.4 | i | i | i | i
O=[N+]([O-])c1ccc(-c2nnc(-c3ccccc3)c(N3CCOCC3)n2)cc1 | i | 1.5 | i | i | i | i | -5.4 | i | i | i | i
Cc1cccc(C(=O)Nc2nnc(S(=O)(=O)N3CCC(C)CC3)s2)c1 | i | -1.5 | i | i | i | i | 43.4 | i | i | i | i
CCCC(=O)NC(=S)Nc1c(C)cc(Br)cc1C | i | 4.0 | i | i | i | i | 15.7 | i | i | i | i
O=C(c1cccc(S(=O)(=O)N2CCOCC2)c1)N(Cc1nnc(-c2ccccc2Cl)o1)C1CC1 | i | -0.2 | i | i | i | i | -3.1 | i | i | i | i
Cc1cc(C)nc(NC(=O)/C=C/c2ccc3c(c2)OCO3)c1 | i | -2.6 | i | i | i | i | 7.1 | i | i | i | i
Cc1cccc(NC(=O)COC(=O)c2ccccn2)c1 | i | -1.5 | i | i | i | i | -1.7 | i | i | i | i
CCC(=O)N1CCc2cc(S(=O)(=O)CCC(=O)Nc3ccc(F)c(F)c3)ccc21 | i | ? | i | i | i | i | -2.6 | i | i | i | i
Cc1nnc(NC(=O)Cc2cccs2)s1 | i | 1.3 | i | i | i | i | -4.8 | i | i | i | i
Cc1ccccc1NS(=O)(=O)c1ccc2c(c1)NC(=O)CO2 | i | ? | i | i | i | i | -6.3 | i | i | i | i
Cc1sc2ncnc(N3CCC(C(=O)Nc4nnc(CC(C)C)s4)CC3)c2c1C | i | 1.6 | i | i | i | i | 10.8 | i | i | i | i
O=C(CSc1nnc(CN2CCOCC2)n1-c1ccc(Cl)cc1)Nc1cc(Cl)ccc1O | i | 10.5 | i | i | i | i | · | i | i | i | i

Continuation:
SMILES | MrgX1 PAM | HDAC3 inhib | RGS4 act | ANO1 activ | RGS4 block | MrgX1 antagonist | SKKanGAS inh | TRPC6 inhibitor | ANO1 block | MrgX1 agonist | TRPC6 act
CCN(CC)c1ccc(C=Nc2cc(C)cc(C)c2)c(O)c1 | i | -0.5 | i | -5.19* | i | i | 22.8 | i | 25* | i | i
COC(CNS(=O)(=O)c1ccc(Cl)cc1)c1ccccc1 (centres undefined) | i | 9.1 | i | i | i | i | -5.8 | i | i | i | i
CCOn1c(=O)c(-c2ccc(Cl)cc2)[n+]([O-])c2ccccc21 | i | 2.6 | i | i | i | i | -10.0 | i | i | i | i
C=Cc1ccc(CN2CCCN(Cc3ccc(F)cc3)S2(=O)=O)cc1 | i | 0.2 | i | i | i | i | 19.5 | i | i | i | i
O=C(CSCc1c(Cl)cccc1Cl)Nc1ccccc1C(=O)N1CCOCC1 | i | -7.4 | i | i | i | i | 5.5 | i | i | i | i
COc1ccc(C2OCC3(O)C(c4ccc(OC)c(OC)c4)OCC23)cc1OC (centres undefined) | i | -5.2 | i | i | i | i | -1.9 | i | i | i | i
CC1CCCC(C)N1C(=O)Nc1cccc(Cl)c1 (centres undefined) | i | -6.5 | i | i | i | i | -0.5 | i | i | i | i
COc1ccc2c(c1)CC/C(=C\C=C\c1ccccc1OC)C2=O | i | -0.2 | i | i | i | i | 0.4 | i | i | i | i
COc1ccc(C2/C=C\CN(C(=O)Nc3ccccc3)CC(=O)N2Cc2ccc(F)cc2)cc1 (centres undefined) | i | 4.3 | i | i | i | i | 1.6 | i | i | i | i
CC(C)C(=O)Nc1cccc(-c2csc(-c3ccccc3)n2)c1 | i | 10.4 | i | i | i | i | -0.9 | i | i | i | i
CC(=O)NC(Cc1ccccc1C)C(=O)NC1CCN(C(=O)NCc2ccccc2)CC1 (centres undefined) | · | · | i | i | i | · | 5.8 | i | · | · | i
O=C(C1=C[C@@H]2[C@H]3C(=O)N(c4ccccc4)C(=O)[C@H]3[C@@H](C(=O)c3ccc(Cl)cc3)N2C=C1)c1ccccc1 | i | -3.1 | i | · | i | i | -0.9 | i | i | i | i
CCOC(=O)c1c(C)[nH]c(C)c1C(=O)COC(=O)c1cc2ccccc2cc1OC | i | -0.4 | i | i | i | i | -3.7 | i | i | i | i
COc1nc2c(C)cccc2cc1-c1noc(-c2ccco2)n1 | i | -7.1 | · | i | · | i | · | · | i | i | ·
CN1CCC(OC(=O)COc2ccccc2)CC1 | i | -0.4 | i | i | i | i | -16.2 | i | i | i | i
O=C(CN1CCNCC1)Nc1ccc(Oc2ccccc2)cc1 | i | -1.8 | i | i | i | i | -1.3 | i | i | i | i

Screens deposited in PubChem BioAssay by several laboratories.
